Screening data as filed in PubChem BioAssay.
IDH1 mut inh = IDH1 R132H (human) inhibition | inhibition, % at 10 µM | hit rate 0.18% among 70,000 | IDH1 R132H reductase, diaphorase/resazurin fluorescence, 60 min | AID 624101 | O75874; in the data active = inhibition above about 34%;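 also: 0% = DMSO and 100% = no enzyme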
PRC2 inh = blocks human EZH2/PRC2 H3K27 methylation. inhibition, % at 12.5 µM. AID 651548. hit rate 0.35% among 57,000. Q15910. DELFIA TRF, 1 h;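 active = mean inhibition of replicates at least 50% and every single replicate also reaching 50%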;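 also: dimethyl H3K27 on biotinylated H3 21-44 peptide detected by antibody; plate controls were median neutral control wells for no effect and median positive control wells for full effect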
Target sequence (Q15910 whole entry, looked up): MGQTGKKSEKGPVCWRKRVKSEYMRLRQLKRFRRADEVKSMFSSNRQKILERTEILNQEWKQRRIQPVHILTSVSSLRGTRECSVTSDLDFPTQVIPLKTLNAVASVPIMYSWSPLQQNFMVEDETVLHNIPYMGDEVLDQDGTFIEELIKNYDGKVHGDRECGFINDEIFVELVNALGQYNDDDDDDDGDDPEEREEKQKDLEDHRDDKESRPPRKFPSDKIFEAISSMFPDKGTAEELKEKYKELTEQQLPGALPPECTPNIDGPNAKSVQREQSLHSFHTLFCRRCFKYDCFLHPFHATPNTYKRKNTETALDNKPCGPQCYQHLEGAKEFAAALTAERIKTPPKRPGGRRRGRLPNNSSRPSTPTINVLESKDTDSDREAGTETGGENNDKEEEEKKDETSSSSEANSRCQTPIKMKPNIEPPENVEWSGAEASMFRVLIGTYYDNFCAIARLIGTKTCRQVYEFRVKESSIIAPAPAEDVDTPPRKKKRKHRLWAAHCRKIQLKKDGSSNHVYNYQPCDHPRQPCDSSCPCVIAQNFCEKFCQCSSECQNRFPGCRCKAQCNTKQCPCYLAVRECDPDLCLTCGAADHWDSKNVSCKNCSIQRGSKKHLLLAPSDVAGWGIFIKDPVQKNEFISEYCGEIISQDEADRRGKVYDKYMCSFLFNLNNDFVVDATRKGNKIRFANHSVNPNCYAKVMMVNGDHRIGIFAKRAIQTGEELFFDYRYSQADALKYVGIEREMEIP
* = called active by the depositor; · = no result given; & = joins results of further samples. Some of the compounds tested, so the mix of outcomes need not match the whole.

SMILES | IDH1 mut inh | PRC2 inh
COC(=O)c1sc(C(C)(C)C)cc1CS(=O)(=O)c1cc(C)c(Cl)cc1C | -1.7 | 2.7
Cc1noc(C)c1NC(=O)N[C@H]1C=C[C@H](CC(=O)Nc2ccccc2)O[C@H]1CO | 0.0 | -1.2
C[C@H]1CCCCO[C@H](CN(C)S(=O)(=O)c2ccccc2)[C@@H](C)CN([C@@H](C)CO)C(=O)c2cc(NC(=O)NC3CCCCC3)ccc2O1 | 1.6 | ·
O=C(Cc1ccccc1)N[C@H]1C=C[C@H](CC(=O)N2CCCCC2)O[C@H]1CO | -0.2 | -133.6
C[C@@H]1CCCCO[C@@H](CN(C)Cc2ccc(C(F)(F)F)cc2)[C@H](C)CN([C@H](C)CO)C(=O)c2cc(NC(=O)c3ccccc3)ccc2O1 | 1.3 | ·
Cc1ccccc1-c1ccc2c(c1)O[C@@H](CN(C)C)[C@H](C)CN([C@H](C)CO)S2(=O)=O | 2.0 | -10.0
C[C@@H]1CN([C@H](C)CO)C(=O)c2cccc(NS(C)(=O)=O)c2O[C@H]1CN(C)Cc1ccc(-c2ccccc2)cc1 | 2.5 | -11.7
O=C(Nc1ccc(F)cc1)c1ccccc1S(=O)(=O)c1ccccc1[N+](=O)[O-] | 0.4 | -32.1
COc1ccc(Cl)cc1N(CC(=O)Nc1cccc(Cl)c1C)S(C)(=O)=O | -0.4 | -3.8
COc1ccc(OC(=O)N(C)C[C@H]2OCc3cn(nn3)CCCC(=O)N([C@H](C)CO)C[C@@H]2C)cc1 | · | 1.1
CC(C)NC(=O)Nc1ccc2c(c1)C(=O)N([C@@H](C)CO)C[C@H](C)[C@@H](CN(C)C)OCCCC[C@H](C)O2 | 1.0 | 10.0
CCC(=O)Nc1ccc2c(c1)OC[C@@H](C)N(Cc1cccnc1)C[C@@H](C)[C@@H](OC)CN(C)C2=O | -0.3 | -6.9
COc1ccc(S(=O)(=O)Nc2ccc3c(c2)C(=O)N([C@H](C)CO)C[C@@H](C)[C@@H](CN(C)Cc2ccc(Oc4ccccc4)cc2)O3)cc1 | 0.2 | ·
C/C=C/c1ccc2c(c1)O[C@@H](CN(C)C(=O)Cc1ccncc1)[C@@H](C)CN([C@@H](C)CO)S2(=O)=O | -0.5 | -2.7
Cc1cccc(-c2nnc(SCC(=O)Nc3cc(F)ccc3C)n2-c2ccccc2)c1 | -0.2 | 28.5
C[C@H](O)C#Cc1cnc2c(c1)C(=O)N([C@@H](C)CO)C[C@@H](C)[C@H](CN(C)C(=O)CC1CC1)O2 | 2.7 | -4.1
C[C@@H]1CN([C@@H](C)CO)C(=O)c2cc(-c3cncnc3)cnc2O[C@@H]1CN(C)CC1CCOCC1 | -1.8 | -1.5
CCOC(=O)c1sc(NC(=S)N2CCN(c3ncccn3)CC2)c(C(=O)OCC)c1C | 0.1 | 1.9
COc1ccc(N(C(C)C(=O)Nc2ccc(Cl)cc2)S(C)(=O)=O)cc1 (stereo not drawn) | 20.9 | -0.3
C[C@@H]1CN([C@@H](C)CO)C(=O)Cc2cc(NC(=O)Nc3ccc(C(F)(F)F)cc3)ccc2O[C@H]1CN(C)C(=O)Nc1cccc2ccccc12 | 0.2 | ·

An excerpt from the list above, for reference:
SMILES | IDH1 mut inh | PRC2 inh
CCC(=O)Nc1ccc2c(c1)OC[C@@H](C)N(Cc1cccnc1)C[C@@H](C)[C@@H](OC)CN(C)C2=O | -0.3 | -6.9
COc1ccc(S(=O)(=O)Nc2ccc3c(c2)C(=O)N([C@H](C)CO)C[C@@H](C)[C@@H](CN(C)Cc2ccc(Oc4ccccc4)cc2)O3)cc1 | 0.2 | ·
C/C=C/c1ccc2c(c1)O[C@@H](CN(C)C(=O)Cc1ccncc1)[C@@H](C)CN([C@@H](C)CO)S2(=O)=O | -0.5 | -2.7
Cc1cccc(-c2nnc(SCC(=O)Nc3cc(F)ccc3C)n2-c2ccccc2)c1 | -0.2 | 28.5
C[C@H](O)C#Cc1cnc2c(c1)C(=O)N([C@@H](C)CO)C[C@@H](C)[C@H](CN(C)C(=O)CC1CC1)O2 | 2.7 | -4.1
C[C@@H]1CN([C@@H](C)CO)C(=O)c2cc(-c3cncnc3)cnc2O[C@@H]1CN(C)CC1CCOCC1 | -1.8 | -1.5
CCOC(=O)c1sc(NC(=S)N2CCN(c3ncccn3)CC2)c(C(=O)OCC)c1C | 0.1 | 1.9
COc1ccc(N(C(C)C(=O)Nc2ccc(Cl)cc2)S(C)(=O)=O)cc1 (stereo not drawn) | 20.9 | -0.3
C[C@@H]1CN([C@@H](C)CO)C(=O)Cc2cc(NC(=O)Nc3ccc(C(F)(F)F)cc3)ccc2O[C@H]1CN(C)C(=O)Nc1cccc2ccccc12 | 0.2 | ·

(next part)
SMILES | IDH1 mut inh | PRC2 inh
O=C(C[C@H]1CC[C@H](NC(=O)Nc2cc(F)ccc2F)[C@@H](CO)O1)NCc1ccc2c(c1)OCO2 | -0.1 | -6.9
C[C@@H]1CCCCO[C@@H](CN(C)S(=O)(=O)c2ccccc2)[C@@H](C)CN([C@@H](C)CO)C(=O)c2cc(NC(=O)c3ccncc3)ccc2O1 | 3.1 | ·
C[C@@H]1CCCCO[C@H](CN(C)Cc2ccc(C(F)(F)F)cc2)[C@@H](C)CN([C@H](C)CO)C(=O)c2cc(NS(=O)(=O)c3ccccc3)ccc2O1 | 4.6 | ·
Cn1c(SCCCN2C(=O)c3cccc4cccc(c34)C2=O)nnc1-c1ccncc1 | -0.1 | 0.6
Cc1noc(C)c1NC(=O)N(C)C[C@H]1Oc2c(NS(=O)(=O)c3ccccc3)cccc2C(=O)N([C@H](C)CO)C[C@@H]1C | 0.9 | ·
C[C@H]1CN([C@@H](C)CO)S(=O)(=O)c2ccc(C3=CCCCC3)cc2O[C@@H]1CN(C)Cc1cccc(C(=O)O)c1 | · | 43.6
C[C@@H]1CN([C@@H](C)CO)S(=O)(=O)c2ccc(C#CC3CCCC3)cc2O[C@@H]1CN(C)C(=O)Cc1ccncc1 | 0.4 | ·
O=C(COc1ccccc1[N+](=O)[O-])Nc1ccc2oc(-c3ccc(Br)cc3)nc2c1 | 0.4 | -1.9
CC(C)NC(=O)Nc1cccc2c1O[C@@H](CN(C)S(=O)(=O)c1cn(C)cn1)[C@@H](C)CN([C@H](C)CO)C2=O | 1.5 | ·
O=C(CCCCCCC(=O)Nc1ccccc1O)N/N=C/c1cccc(O)c1O | 0.0 | -0.9
O=C(C[C@H]1C[C@H]2c3cc(NC(=O)c4cccnc4)ccc3O[C@H]2[C@@H](CO)O1)NCC1CC1 | -1.0 | -2.6
C[C@@H]1CCCCO[C@@H](CN(C)S(=O)(=O)c2ccccc2)[C@H](C)CN([C@H](C)CO)C(=O)c2cc(NS(=O)(=O)c3cccs3)ccc2O1 | 0.1 | ·
C[C@@H]1CN([C@@H](C)CO)C(=O)CCCn2cc(nn2)CO[C@H]1CN(C)Cc1cccc(C(F)(F)F)c1 | -0.1 | -0.4
COc1ccccc1NC(=O)N[C@@H]1C=C[C@@H](CC(=O)N[C@H](C)c2ccccc2)O[C@H]1CO | 0.2 | 5.8
C[C@@H]1CN([C@H](C)CO)S(=O)(=O)c2ccc(C3=CCCC3)cc2O[C@@H]1CN(C)C(=O)C1CC1 | · | 0.4
O=C(C[C@H]1C=C[C@@H](NC(=O)CCN2CCCCC2)[C@@H](CO)O1)Nc1ccc(-c2ccccc2)cc1 | -0.2 | -19.5
CO[C@@H]1CN(C)C(=O)c2ccc(NS(C)(=O)=O)cc2OC[C@H](C)N(CC2CCOCC2)C[C@H]1C | 0.3 | -0.6
Cc1ccc(Nc2nc(N)nc(CN3CCN(C(c4ccccc4)c4ccccc4)CC3)n2)cc1 | -0.2 | -32.1
C[C@H](CO)N1C[C@H](C)[C@@H](CN(C)C(=O)Nc2ccc3c(c2)OCO3)Oc2ccc(NC(=O)CCCCCC(=O)Nc3ccccc3N)cc2CC1=O | -0.1 | ·
C[C@@H]1CCCCO[C@H](CN(C)C(=O)Nc2ccc3c(c2)OCO3)[C@@H](C)CN([C@H](C)CO)C(=O)c2cc(NS(C)(=O)=O)ccc2O1 | -1.1 | ·
COCCNC(=O)C[C@@H]1C[C@@H]2c3cc(NC(=O)Nc4ccccc4F)ccc3O[C@@H]2[C@H](CO)O1 | -0.2 | -14.5
O=C(C[C@H]1CC[C@H](NC(=O)Cc2cccnc2)[C@@H](CO)O1)NCc1ccc2c(c1)OCO2 | 0.3 | -9.4
COCC(=O)Nc1ccc2c(c1)[C@@H]1C[C@@H](CC(=O)N3CCCCC3)O[C@H](CO)[C@@H]1O2 | -1.2 | 2.1
COc1cccc(NC(=O)N(C)C[C@@H]2Oc3cc(/C=C/c4ccccc4)ccc3S(=O)(=O)N([C@H](C)CO)C[C@H]2C)c1 | 1.8 | -17.1
C[C@H]1CN([C@@H](C)CO)C(=O)c2ccccc2-c2ccccc2CO[C@H]1CN(C)Cc1ccc2c(c1)OCCN2C | -0.1 | -6.4
C/C=C/c1ccc2c(c1)O[C@@H](CN(C)C(=O)C1CCOCC1)[C@H](C)CN([C@@H](C)CO)S2(=O)=O | 0.2 | ·
CCC(=O)Nc1ccc2c(c1)C(=O)N(C)C[C@@H](OC)[C@H](C)CN(Cc1cccc(F)c1)[C@H](C)CO2 | 0.1 | 4.5
Cc1ccc(S(=O)(=O)N(C)C[C@@H]2Oc3ncc(-c4ccccc4)cc3C(=O)N([C@H](C)CO)C[C@@H]2C)cc1 | -2.3&0.3 | -9.6&0.1
COCC(=O)N(C)C[C@H]1Oc2ncc(C#Cc3ccc(OC)cc3)cc2C(=O)N([C@@H](C)CO)C[C@@H]1C | 2.7 | -17.0
COc1ccc(NC(=O)N[C@H]2CC[C@@H](CCNS(=O)(=O)c3cccc(Cl)c3)O[C@@H]2CO)cc1 | -0.1 | -12.3
CC(C)c1cn(CC[C@@H]2CC[C@H](NC(=O)C3CCCC3)[C@@H](CO)O2)nn1 | -0.2 | 7.3
C[C@@H]1CN([C@H](C)CO)C(=O)Cc2cc(NS(=O)(=O)c3ccc(F)cc3)ccc2O[C@@H]1CN(C)S(=O)(=O)c1ccccc1 | -0.6 | ·
C[C@H](CO)N1C[C@H](C)[C@H](CN(C)Cc2ccc(-c3ccccc3)cc2)Oc2c(NS(=O)(=O)c3cn(C)cn3)cccc2C1=O | -8.5 | 13.2
C[C@@H]1CN([C@H](C)CO)C(=O)c2cc(NC(=O)Nc3cccc4ccccc34)ccc2O[C@@H]1CN(C)C | -8.7 | -10.5
C[C@@H]1CN([C@H](C)CO)S(=O)(=O)c2ccc(C#Cc3ccccn3)cc2O[C@@H]1CN(C)C(=O)C1CC1 | -2.7 | 4.5
COC(=O)c1ccccc1NC(=O)c1ccc(NC(=O)COc2ccccc2)cc1 | -0.3 | 9.7
Cc1noc(C)c1S(=O)(=O)N(C)C[C@H]1OCCCC[C@@H](C)Oc2ccc(NC(=O)Nc3ccc4c(c3)OCO4)cc2C(=O)N([C@H](C)CO)C[C@@H]1C | 0.1 | ·
C[C@@H]1CN([C@H](C)CO)C(=O)c2ccccc2-c2ccccc2CO[C@H]1CN(C)S(=O)(=O)c1cccc(C#N)c1 | · | 1.9
CCC(=O)N(C)C[C@@H]1Oc2cc(-c3ccc(F)cc3)ccc2S(=O)(=O)N([C@H](C)CO)C[C@@H]1C | 0.6 | -8.8
Cc1noc(C)c1NC(=O)N(C)C[C@@H]1OCCCC[C@@H](C)Oc2ccc(NC(=O)Nc3ccc(C(F)(F)F)cc3)cc2C(=O)N([C@@H](C)CO)C[C@H]1C | -0.7 | ·
C[C@H](NC(=O)C[C@@H]1C[C@H]2c3cc(NC(=O)NC4CCCC4)ccc3O[C@H]2[C@@H](CO)O1)c1ccccc1 | 0.2 | 29.9
O=C(C1=C[C@@H](c2ccc3c(c2)OCO3)C[C@@H](OCc2ccc(CO)cc2)O1)N1CCN(Cc2ccc3c(c2)OCO3)CC1 | · | 23.9&17.6
Cc1ccc(S(=O)(=O)Nc2ccc3c(c2)C(=O)N([C@H](C)CO)C[C@@H](C)[C@H](CN(C)C(=O)NC(C)C)O3)cc1 | 2.2 | 7.7
CCC(SC1=NCCS1)C(=O)Nc1ccc(NC(C)=O)cc1 (stereo not drawn) | 0.7 | -5.3
CCC(=O)Nc1ccc2c(c1)OC[C@H](C)N(C(=O)CC1CC1)C[C@@H](C)[C@H](OC)CN(C)C2=O | -0.4 | 0.2
C[C@@H]1CN([C@H](C)CO)C(=O)c2cccc(NC(=O)Nc3ccc4c(c3)OCO4)c2O[C@@H]1CN(C)Cc1ccccc1 | · | 1.7
C[C@@H]1CN([C@@H](C)CO)C(=O)Cc2cc(NS(=O)(=O)c3ccc(F)cc3)ccc2O[C@@H]1CN(C)S(=O)(=O)c1ccc(F)cc1 | 3.5 | ·
Cc1ccc(S(=O)(=O)N(C)C[C@@H]2Oc3cc(-c4cccc(F)c4)ccc3S(=O)(=O)N([C@@H](C)CO)C[C@@H]2C)cc1 | -0.7 | ·
Cc1ccc(S(=O)(=O)Nc2ccc3c(c2)C(=O)N([C@@H](C)CO)C[C@H](C)[C@@H](CN(C)Cc2ccc(Oc4ccccc4)cc2)O3)cc1 | 1.5 | ·
C[C@H](CO)N1C[C@H](C)[C@@H](CN(C)C(=O)c2ccccc2)OCCCC[C@H](C)Oc2ccc(NS(=O)(=O)c3cn(C)cn3)cc2C1=O | 0.1 | ·
COc1ccc(NC(=O)Nc2ccc3c(c2)CC(=O)N([C@@H](C)CO)C[C@@H](C)[C@H](CN(C)C)O3)cc1 | 1.8 | 2.9
Cc1noc(C)c1NC(=O)N(C)C[C@H]1Oc2c(NC(=O)Nc3cccc4ccccc34)cccc2C(=O)N([C@@H](C)CO)C[C@@H]1C | -3.0 | ·
C[C@H](CO)N1C[C@H](C)[C@H](CN(C)S(C)(=O)=O)Oc2ccc(NC(=O)Nc3ccccc3)cc2CC1=O | 0.6 | -0.8
COc1ccc(N(CC(=O)Nc2ccccc2F)S(C)(=O)=O)cc1Cl | -0.3 | -4.6
O=C(O)C[C@H]1C[C@H]2c3cc(NC(=O)NC4CCCC4)ccc3O[C@H]2[C@@H](CO)O1 | 1.5 | 5.5
